Screens: PubChem BioAssay, National Center for Advancing Translational Sciences (NCATS)
aGlu spleen mod = inhibitors or activators of human alpha-glucosidase in spleen homogenate; AID 2112; Potency, µM (top dose mostly 79.9 µM), for the others: at the top dose activity change, negative = inhibition, most hits filed as inhibitors; P10253; human spleen homogenate, 4-MU-alpha-glucoside fluorescence; actives 0.006% (n = 240,000);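 further: 0% = enzyme with vehicle and -100% = no enzyme basal signal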
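AC50 values come from Hill-equation fits of concentration-response data, normalized to no-enzyme and full-activity controls. Enzyme source: 1 ug human spleen homogenate; 1 mM fluorogenic 4-MU glucoside, pH 5.0 citrate buffer, 37 C, 40 min.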
Tau fluor counter = counter-screen for tau fibril formation inhibitors. Potency, µM (titrated, usually from 57.7 µM), inactives show top-dose activity change, negative = decrease. actives 0.93% (n = 280,000). AID 1463. tau K18 P301L Alexa594 fluorescence, heparin fibrillization; further: on the % scale 0 is the no-effect control and ±100 the full control effect; nearly all actives have a fitted effect of over 55% in size
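Human tau K18 P301L (15 uM unlabeled, 0.24 uM Alexa 594-labeled) in 100 mM sodium acetate pH 7 with 20 uM heparin, 6 hr at 37 C. ThT 30 uM added, 1 hr ambient; Alexa 594 FP and total fluorescence read at 555/632 nm.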
NPSR antagonist = blocks cAMP signaling of the human neuropeptide S receptor. CHO-NPSR cells, cAMP TR-FRET, antagonist mode. Potency, µM (titrated, usually from 38.3 µM), inactives show at the highest dose activity change, negative = inhibition, actives largely listed as inhibitors. actives 1% (n = 220,000). AID 1461; further: on the % scale 0 is the no-effect control and ±100 the full control effect; nearly all actives have a fitted effect of over 50% in size; many of its hits are not listed in these tables
Target sequence (Q6W5P4 whole entry, looked up): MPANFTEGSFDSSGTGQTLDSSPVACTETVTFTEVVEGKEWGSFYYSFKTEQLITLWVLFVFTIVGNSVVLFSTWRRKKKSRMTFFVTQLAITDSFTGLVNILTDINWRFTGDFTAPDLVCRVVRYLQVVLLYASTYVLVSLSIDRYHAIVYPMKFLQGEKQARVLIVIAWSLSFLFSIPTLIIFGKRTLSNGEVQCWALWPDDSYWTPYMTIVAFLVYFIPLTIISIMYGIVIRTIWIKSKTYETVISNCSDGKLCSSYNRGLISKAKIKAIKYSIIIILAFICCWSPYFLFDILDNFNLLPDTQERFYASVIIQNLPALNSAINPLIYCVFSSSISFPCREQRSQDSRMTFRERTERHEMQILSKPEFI
ALDH1A1 inh = ALDH1A1 (human) enzyme inhibition; P00352; Purified ALDH1A1, NADH fluorescence, propionaldehyde substrate; Potency, µM (doses to about 75.3 µM), inactives show at the highest dose activity, negative = inhibition, actives largely listed as inhibitors; actives 7.3% (n = 220,000); active means well fitted inhibition curve with a large enough effect, not every such curve was filed as active; inconclusive means small, poorly fitted or top-dose-only effect, or another doubt; inactive means no such curve, though single readings can be large or run the other way;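 further: plate controls were no enzyme wells and a reference inhibitor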
GAA glycogen = alters human alpha-glucosidase cleavage of glycogen. actives 0.38% (n = 300,000). recombinant GAA, glycogen substrate, Amplex Red glucose oxidase fluorescence. Potency, µM (doses to about 76.4 µM), for the others: at the highest dose activity change, negative = inhibition, hits mostly inhibitors. P10253;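 further: 0% = full enzyme reaction and -100% = no-enzyme basal signal; the screen sought inhibitors and activators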
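Recombinant human enzyme (4 nM); glycogen substrate; 37 C, 40 min, pH 5.0. Readout: coupled glucose oxidase/Amplex Red fluorescence.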
Epigenetic derep = derepresses silenced GFP reporter in murine cells; murine LDR cells, GFP reporter derepression, 30 h; Potency, µM (titrated, usually from 53.9 µM), for inactives: top-dose GFP activation, most hits filed as activators; actives 0.2% (n = 280,000); AID 1865; further: % of control where 0% means no effect; nearly all actives have a fitted effect of over 60% in size
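Readout is the number of GFP-expressing murine LDR cells, counted by cytometry following washing. Cells were treated with compound for 30 h at 37 C; the stably integrated CMV-GFP locus is normally silent.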
GAA inh = inhibitors of human lysosomal alpha-glucosidase; P10253; purified human GAA, 4-MU-alpha-glucoside fluorescence; Potency, µM (titrated, usually from 76.9 µM), without a hit: at the top dose activity change, negative = inhibition, actives largely listed as inhibitors; actives 0.005% (n = 200,000);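 further: plate controls were uninhibited enzyme wells for no effect and no-enzyme background for full effect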
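Read-out is 4-methylumbelliferone fluorescence (Ex 365/Em 440 nm) after NaOH/glycine stop at pH 10. Enzyme 4 nM, substrate 400 uM, pH 5.0 citrate buffer, 20 min room temperature; AC50 from Hill-equation concentration-response.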
aGal spleen mod = inhibitors or activators of human alpha-galactosidase in spleen homogenate | Potency, µM (doses to about 80 µM), for the others: top-dose activity change, negative = inhibition, most hits filed as inhibitors | human spleen homogenate, 4MU-alpha-Gal fluorescence, 40 min | P06280 | AID 2107 | actives 0.008% (n = 240,000);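 further: 0% = enzyme with vehicle and -100% = no enzyme basal signal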
Target sequence (P06280 32-429 limits assumed): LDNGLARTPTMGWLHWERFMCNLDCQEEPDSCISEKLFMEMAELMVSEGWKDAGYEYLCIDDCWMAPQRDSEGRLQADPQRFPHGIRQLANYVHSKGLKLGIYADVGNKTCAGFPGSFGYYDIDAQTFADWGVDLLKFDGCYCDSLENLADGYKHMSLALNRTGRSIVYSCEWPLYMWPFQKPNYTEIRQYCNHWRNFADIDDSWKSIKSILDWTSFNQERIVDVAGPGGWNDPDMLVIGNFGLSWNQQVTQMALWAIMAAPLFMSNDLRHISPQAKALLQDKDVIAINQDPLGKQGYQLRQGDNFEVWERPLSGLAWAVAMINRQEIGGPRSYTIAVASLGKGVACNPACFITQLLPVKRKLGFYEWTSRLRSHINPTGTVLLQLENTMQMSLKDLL
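Human spleen homogenate (1 ug) was the enzyme source, with 4-methylumbelliferyl-alpha-D-galactopyranoside (1 mM final) in pH 5.0 citrate buffer with 0.01% Tween-20. Compounds were titrated; after 40 min at 37C, NaOH/glycine stop, 4-MU fluorescence read; AC50 from Hill fits.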
Numbers without * were called inactive; ? = inconclusive; . = not tested or not shown; & = joins results of further samples; [ ] = remark or other dose. Unless noted, the call rests on the fitted dose curve; in most records, active means well fitted curve in the direction sought with a large enough effect; inconclusive means small, poorly fitted or top-dose-only effect, or another doubt; inactive means no such curve, though single readings can be large; an effect the other way counts as inactive or inconclusive. Potency means the concentration at half of the fitted maximal effect. This is a subset; the hit share may differ from the screen's.

Fields – Tau fluor counter	aGlu spleen mod	GAA inh	Epigenetic derep	ALDH1A1 inh	GAA glycogen	aGal spleen mod	NPSR antagonist
COc1cccc(-c2cc3nc4c(c(N5CCC6(CC5)OCCO6)n3n2)CCC4)c1
    1%	-5%	?	-1.5%	?	2%	0%	-53%
COC(OC)c1ccc(C#N)c(SCc2ccccc2)n1
    -18%	-1%	-5%[15.4 µM]	-1.7%	-5%	-3%	3%	2%
NC(=O)COC(=O)C12CC3CC(CC(O)(C3)C1)C2
    8%	1%	0%	-2.7%	3%	-6%	-2%	2%
CN(Cc1ccccc1)c1ccc(S(=O)(=O)N2CCC(C(=O)O)CC2)cc1[N+](=O)[O-]
    -8%	-12%	-15%	-3.7%	-12%	-3%	-12%	-25%
Cc1ccc(C(=O)N2CCN(c3ccc(NC(=S)NC(=O)Cc4ccccc4)cc3)CC2)cc1
    -28%	3%	-8%	0.8%	?	-4%	9%	-13%[46.1 µM]
Cc1cc(C)cc(NC(=O)C(=O)NCCc2c[nH]c3ccccc23)c1
    16µM*[quencher]	-15%	?	-0.3%	2%	-3%	-8%	-12%
N#CC1=C(N)OC2=C(C(=O)CCC2)C1c1ccsc1 (stereo unspecified)
    -8%	-8%	1%	-1.6%	-13%	-2%	-16%	-1%[46.1 µM]
COC(=O)[C@@]1(Cc2ccc(OC)cc2)[C@@H]2C(=CC(=O)[C@H]2CC(=O)C(=O)N2CCCC2)CN1C(=O)c1ccccc1
    -6%&-3%	8%&-9%	5%	-0.9%&3.5%	-1%&-12%	3%	9%&-2%	-31%
C=CCN(C(=O)CCC(=O)Nc1cc(C)on1)C(C(=O)NC1CCCC1)c1cccnc1 (stereo unspecified)
    6%	-4%	-4%	3.2%	5%	-1%	-5%	-10%[46.1 µM]
CS(=O)(=O)NN1C(=O)c2ccccc2NC1c1cccc(O)c1 (stereo unspecified)
    -6%	2%	2%	-1.3%	?	1%	5%	8%
CCCCC(CC)C(=O)NCC(C)NC(=O)C(CC)CCCC (stereo unspecified)
    0%	3%	7%	1.0%	-5%	1%	9%	4%
COc1ccc(Cl)cc1NC(=S)N1CCC(c2ccc(C)cc2)C1 (stereo unspecified)
    -29%	1%	-1%	1.3%	0%	-3%	-2%	-21%
COc1ccc(NC(=O)c2ccccc2[N+](=O)[O-])cc1
    -10%	1%	2%	0.0%	-12%	15%	-3%	10%
CCCCn1c2c(c(=O)n(C)c1=O)C(CC(=O)OCC(=O)Nc1cccc(C(F)(F)F)c1)C(=O)N2 (stereo unspecified)
    ?	2%	2%	-0.2%	-7%	-23%	-3%	-13%[46.1 µM]
CC(C)(C)c1ccc(OCC(=O)NNC(=O)C2CCCO2)cc1 (stereo unspecified)
    10%[2.34 µM]	2%	?	1.1%	?	-5%	6%	-1%

Further entries follow:
Fields – Tau fluor counter	aGlu spleen mod	GAA inh	Epigenetic derep	ALDH1A1 inh	GAA glycogen	aGal spleen mod	NPSR antagonist
O=C1CCC2S/C(=C/Nc3ccc(C(F)(F)F)cc3)C(=O)N12 (stereo unspecified)
    ?	7%	-11%	4.0%	13µM*	?	-8%	-29%
CNC(=O)COC(=O)/C=C/c1cn(-c2ccccc2)nc1-c1ccc2c(c1)OCCO2
    ?	-5%	?	0.0%	?	2%	-4%	-21%
CC12C(=O)N(CCC(=O)O)C(=O)C1C1C=CC2C1 (stereo unspecified)
    7%	-5%	0%	-4.8%	-14%	6%	0%	1%[46.1 µM]
O=C(CSc1nc2ccccc2o1)c1cc2ccccc2oc1=O
    ?	4%	?	0.0%	-4%	-18%	18%	6%
CCOc1ccc(OCC)c(-c2c(=O)n(OCc3ccccc3C(=O)OC)c3ccccc3[n+]2[O-])c1
    -15%	-19%	-1%	-1.1%	13%	1%	3%	-24%[46.1 µM]
CC(C)Cn1c(N)c(C(=O)COC(=O)c2cnc(Cl)c(Cl)c2)c(=O)n(C)c1=O
    -25%	-1%	1%	7.7%	0.45µM*	6%	6%	-49%
C/C(=N/NC(=O)c1ccc(Br)o1)c1cccc(NC(=O)c2ccc(C)o2)c1
    -5%	-6%	-5%	1.1%	8%	-20%	4%	2%
CCN1CCN(C(c2cccc(OC)c2OC)c2nnnn2Cc2ccco2)CC1 (stereo unspecified)
    10%	6%	?	0.9%	1%	-6%	1%	1%
O=C(Cc1ccc(S(=O)(=O)N2CCCC2)s1)N1CCOCC1
    -4%	1%	-8%	-2.2%	-4%	6%	5%	-5%[46.1 µM]
C=CCn1c(COc2cc(C)ccc2C(C)C)nnc1SCC(=O)c1c(N)n(C)c(=O)n(C)c1=O
    -7%	3%	-4%	2.3%	7%	0%	2%	-22%
CC1CCCCN1C(=O)CSc1nc(C2CC2)nc2c1cnn2-c1ccccc1 (stereo unspecified)
    -10%	-5%	-10%	-0.8%	11µM*	-4%	-1%	?
Cc1ccc(CNC(=O)c2cc3c(=O)n4ccccc4nc3n(CC3CCCO3)c2=N)cc1 (stereo unspecified)
    -6%	1%	7%	0.0%	?	4%	12%	-1%[46.1 µM]
C#CCn1c(-c2cccs2)nc2ccccc21
    -7%	2%	9%	-0.1%	6%	11%	5%	-2%
CCOc1ccccc1NS(=O)(=O)c1c(C)noc1C
    -8%	0%	-4%	0.0%	?	-20%	18%	-22%[46.1 µM]
Cc1ccccc1NC(=O)N1CCN(S(=O)(=O)c2ccccc2)CC1
    -14%	2%	?	-3.2%	-3%	4%	3%	8%

Other structures follow:
Fields – Tau fluor counter	aGlu spleen mod	GAA inh	Epigenetic derep	ALDH1A1 inh	GAA glycogen	aGal spleen mod	NPSR antagonist
COc1ccccc1NC(=S)N1CCN(C/C=C/c2ccccc2)CC1
    0%	-1%	-2%	-0.9%	-14%	-5%	1%	-2%
CC(C)Cc1c(O)nc(SCC(=O)Nc2ccc3c(c2)CCC3)[nH]c1=O
    0%	-1%	-1%	-1.0%	-6%	0%	1%	-2%[46.1 µM]
O=C(NC(Cc1ccccc1)C(=O)O)C1CCCCC1 (stereo unspecified)
    -7%	5%	8%	-0.1%	-2%	0%	5%	15%
CCOc1c(Br)cc(CNc2ccc3c(c2)OCCO3)cc1OC
    ?	-7%	5%	2.9%	2%	-21%	2%	?
O=C(Oc1ccc(NC(=O)c2cc3c(cc2Br)OCO3)cc1)c1ccccc1
    -25%	-7%	.	0.1%	.	8%	-9%	-14%
COc1ccc(CCN2C(=O)CC(N3CCOCC3)C2=O)cc1OC (stereo unspecified)
    -4%	-3%	-7%	1.2%	?	-1%	4%	3%[46.1 µM]
Cn1c(=O)[nH]c(Nc2ccc(F)cc2)c([N+](=O)[O-])c1=O
    6%	1%	-9%	1.0%	-7%	5%	0%	7%
COc1ccc(N2CC(C(=O)NC3=NCCS3)CC2=O)cc1 (stereo unspecified)
    12%	-2%	3%	2.1%	-4%	9%	-3%	11%
Cc1cc(C)c2[nH]c(O)c(N=NC3=NC(=O)CS3)c2c1
    -7%	-1%	.	1.0%	.	7%	-1%	-26%
O=C(/C=C/c1cc([N+](=O)[O-])ccc1OC(F)F)Nc1ccc(OC(F)F)cc1
    -6%	-1%	-1%	-2.1%	6%	-3%	?	4%
Cc1cc2ccccc2c(=O)n1CC(=O)Nc1ccc2c(c1)OCO2
    3%	0%	-5%	-2.0%	0%	2%	-1%	-2%[46.1 µM]
COc1ccccc1C(=O)NCCNC(=O)c1ccco1
    1%	-7%	-4%	-1.0%	10%	1%	-9%	5%
Cc1cc(/C=C2/SC(=O)N(CC(=O)OC(C)C)C2=O)c(C)n1C
    -19%	-8%	-8%	-0.8%	?	2%	0%	-9%[46.1 µM]
Fc1ccc(Nc2nc(-c3cccnc3)nc3ccccc23)cc1
    -23%	-3%	.	0.1%	3%	.	-5%	.
Cc1nn(Cc2ccc(Cl)cc2Cl)c(C)c1NC(=O)c1nn(C)cc1Cl
    -4%	-2%	12%	0.0%	4%	5%	-4%	-21%[46.1 µM]

The list goes on.
Fields – Tau fluor counter	aGlu spleen mod	GAA inh	Epigenetic derep	ALDH1A1 inh	GAA glycogen	aGal spleen mod	NPSR antagonist
COc1ccc(OC)c(NC(=O)Cc2coc3ccc4ccccc4c23)c1
    ?	-7%	-3%	0.0%	-13%	-6%	-5%	-24%[46.1 µM]
O=C(NC1CCCC1)C(c1ccccc1)N(Cc1ccco1)C(=O)Cc1cccs1 (stereo unspecified)
    -3%	-2%	-14%	-1.0%	1%	-4%	-4%	-42%
O=C(NNc1nc(-c2ccc(Cl)cc2)cs1)c1ccco1
    ?	2%	4%	-0.9%	7%	-12%	0%	5%
Cc1ccc(C(=O)NCC(=O)OCC(=O)c2ccc3c(c2)NC(=O)CO3)cc1
    -2%	-3%	-5%	-4.4%	-2%	0%	-11%	4%
O=C(Nc1ccc2c(c1)OCO2)N1CCN(c2ncccn2)CC1
    -16%	4%	-6%	-1.1%	-13%	.	-2%	-12%[46.1 µM]
COC(=O)CSc1nc(C)cc(N2CCOCC2)n1
    -6%	.	-5%	-1.7%	9%	6%	-3%	3%
O=C(O)c1oc2ccccc2c1CSCc1ccccc1
    1%	0%	1%	-3.1%	4%	-7%	-8%	-35%
CC(C)(C)NC(=O)C(=O)NNC(=O)c1cccc(Br)c1
    -3%	-3%	-8%	-3.5%	9%	10%	-12%	7%
O=C(COc1ccccc1)NCc1n[nH]c(=S)n1-c1ccccc1
    2%	-9%	-7%	3.5%	2%	-6%	3%	6%
CCOC(=O)N1N=C(c2ccccc2)CC1(O)C(C)(F)F (stereo unspecified)
    -9%	-2%	?	1.1%	0%	-12%	-1%	4%
O=C(CN1CCN(c2ccc(Cl)cc2)CC1)Nc1cccc(F)c1
    ?	1%	-13%	-1.2%	2%	-1%	-1%	-16%[46.1 µM]

Sorted by number of heavy atoms (highest first): part of the list above.
Fields – Tau fluor counter	aGlu spleen mod	GAA inh	Epigenetic derep	ALDH1A1 inh	GAA glycogen	aGal spleen mod	NPSR antagonist
O=C(COc1ccccc1)NCc1n[nH]c(=S)n1-c1ccccc1
    2%	-9%	-7%	3.5%	2%	-6%	3%	6%
O=C(O)c1oc2ccccc2c1CSCc1ccccc1
    1%	0%	1%	-3.1%	4%	-7%	-8%	-35%
COC(=O)CSc1nc(C)cc(N2CCOCC2)n1
    -6%	.	-5%	-1.7%	9%	6%	-3%	3%
